Source: PubChem
PLC-gamma1 inh – PLC-gamma1 enzyme inhibitors, primary screen, biochemical, fluorescence, purified enzyme | 1-phosphatidylinositol 4,5-bisphosphate phosphodiesterase gamma-1 (Homo sapiens), P19174 | fluorogenic substrate | inhibition, % at 12.2 µM | 370,000 compounds, 0.84% hits | AID 720700, 2013; in the data active = inhibition above about 9.5%
SIAE primary – human SIAE inhibitors, primary screen, biochemical, fluorescence polarization, FP-Rh probe, 1536-well HTS | AID 1053197, 2014 | inhibition, % at 9.66 µM | SIAE FP-Rh probe binding | Sialate O-acetylesterase (Homo sapiens), Q9HAT2 | 370,000 compounds, 0.69% hits;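 active = inhibition above a cutoff: mean of compounds within the control limits plus 3 SD of those, cut at about 17% in these data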;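 note: 0% = plate median of compound wells and 100% = probe without SIAE protein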
Target sequence (Q9HAT2 whole entry, looked up): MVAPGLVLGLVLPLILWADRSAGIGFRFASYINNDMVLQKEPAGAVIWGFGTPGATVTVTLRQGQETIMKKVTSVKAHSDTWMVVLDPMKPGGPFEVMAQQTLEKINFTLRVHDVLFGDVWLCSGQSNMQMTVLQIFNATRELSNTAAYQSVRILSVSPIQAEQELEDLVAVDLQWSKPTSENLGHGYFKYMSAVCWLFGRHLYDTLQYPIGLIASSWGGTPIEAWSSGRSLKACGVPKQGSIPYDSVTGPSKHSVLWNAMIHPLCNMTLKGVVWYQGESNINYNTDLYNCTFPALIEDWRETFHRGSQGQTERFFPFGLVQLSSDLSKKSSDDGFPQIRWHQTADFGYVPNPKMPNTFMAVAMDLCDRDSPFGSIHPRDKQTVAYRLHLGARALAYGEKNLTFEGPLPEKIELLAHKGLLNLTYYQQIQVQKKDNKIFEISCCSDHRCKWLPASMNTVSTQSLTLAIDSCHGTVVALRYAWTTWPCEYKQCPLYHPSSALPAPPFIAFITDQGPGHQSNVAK
ASAP1 GAP inh – inhibitors of human ASAP1 ArfGAP activity, primary screen, biochemical, fluorescence polarization; inhibition, % at 16.5 µM; ASAP1-stimulated ARF1 GTP hydrolysis, GDP FP detection; AID 624377, 2012; 360,000 compounds, 0.19% hits; Arf-GAP with SH3 domain, ANK repeat and PH domain-containing protein 1 (Homo sapiens), …; in the data active = inhibition above about 25%;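 note: 0% = vehicle with enzyme and substrate and 100% = no enzyme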
Target sequence (Q9ULH1 325-724 limits assumed): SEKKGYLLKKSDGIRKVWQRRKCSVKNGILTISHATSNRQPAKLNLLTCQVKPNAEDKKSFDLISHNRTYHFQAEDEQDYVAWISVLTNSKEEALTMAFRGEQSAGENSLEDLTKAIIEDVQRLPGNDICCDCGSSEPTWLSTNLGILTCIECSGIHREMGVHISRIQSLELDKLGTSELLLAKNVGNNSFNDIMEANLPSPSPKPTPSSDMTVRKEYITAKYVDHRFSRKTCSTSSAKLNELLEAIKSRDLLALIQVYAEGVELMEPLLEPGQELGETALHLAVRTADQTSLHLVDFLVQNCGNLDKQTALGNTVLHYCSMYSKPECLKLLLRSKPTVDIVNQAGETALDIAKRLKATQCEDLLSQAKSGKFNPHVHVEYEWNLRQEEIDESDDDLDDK
DDE Tn7 FP inh – inhibitors of Tn7 peptide binding to fibrin DD(E), primary screen, biochemical, fluorescence polarization, human fibrin, Tn7 probe | Fibrinogen beta chain (Homo sapiens), P02675 | inhibition, % at 8.3 µM | 370,000 compounds, 0.13% hits | FP displacement of FITC-Tn7 peptide from fibrin DD(E); 0% = median of compound wells per plate | AID 720508, 2013;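 active = inhibition above the mean of compounds falling within the control limits plus 3 SD of them, cut at about 14% in these data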;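 note: 0% = plate median of compound wells and 100% = 10 µM Aha-Tn7 peptide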
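Measure: % inhibition scaled between sample-field median and high-control FP; Test system: human fibrin DD(E); Quantity: 2 µM final DD(E) protein; Doses: one dose, 8.3 µM nominal; Schedule: compound with protein 10 min, then 3 h after probe, room temperature; Detection: fluorescence polarization; Medium: Tris buffer with calcium and detergent, pH 7.8.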
ARFGAP1 inhibitor – inhibitors of rat ARFGAP1 GAP activity, primary screen, biochemical, fluorescence polarization, GDP tracer; AID 651572, 2012; Arfgap1-stimulated ARF1 GTP hydrolysis, GDP FP detection; inhibition, % at 16.5 µM; 360,000 compounds, 0.26% hits;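 active = inhibition above a per-plate limit, mean inhibition of low control wells plus 3 SD, cut at about 25% in these data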;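 note: 0% = DMSO wells with enzyme and 100% = wells lacking Arfgap1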
Target sequence (Q62848 1-136 limits assumed): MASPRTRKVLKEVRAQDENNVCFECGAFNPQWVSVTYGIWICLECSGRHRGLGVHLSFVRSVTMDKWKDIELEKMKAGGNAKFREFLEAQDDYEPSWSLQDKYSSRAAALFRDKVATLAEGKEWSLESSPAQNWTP
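Material: rat Arfgap1 catalytic domain, aa 1-136; also added: human ARF1(Δ1-17)-GTP substrate; compound dosing: one concentration, 16.5 µM, DMSO 1.26%; incubation: GTP hydrolysis reaction 2 h at 25 °C; measured by: Tracer-displacement fluorescence polarization with EDTA stop, 620/688 nm; evaluation: % inhibition from polarization; repeats: one replicate per compound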
DDE Tn6 FP inh – inhibitors of Tn6 peptide binding to fibrin DD(E), primary screen, biochemical, fluorescence polarization, human fibrin, Tn6 probe; Fibrinogen beta chain (Homo sapiens), P02675; Fibrin DD(E) TRITC-Tn6 fluorescence polarization displacement; inhibition, % at 8.3 µM; 370,000 compounds, 0.21% hits;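 active = inhibition above a per-campaign cutoff: mean of compounds within control limits plus 3 SD, cut at about 15% in these data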;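 note: 0% = median of all compound wells on the plate and 100% = blocking peptide control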
ADAM10 inh – human ADAM10 inhibitors, primary screen, biochemical, QFRET, HTS | recombinant ADAM10, EDANS/DABCYL FRET peptide cleavage, 3 h | 370,000 compounds, 0.62% hits | inhibition, % at 7 µM | AID 720582, 2013;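 active = inhibition above a per-campaign cutoff equal to the mean of compounds falling between control-based bounds plus 3 SD, cut at about 20% in these data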;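 note: 0% = DMSO wells while the 100% control is not disclosed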
ADAM17 inh – ADAM17 inhibitors, primary screen, biochemical, QFRET; recombinant ADAM17, EDANS/DABCYL FRET peptide cleavage; inhibition, % at 6.95 µM; 370,000 compounds, 0.83% hits;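 active = inhibition above the mean of compounds lying between control limits plus 3 SD, set per campaign, cut at about 8.5% in these data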;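 note: 0% = DMSO-only wells as the low control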
PLC-beta3 inh – human PLC-beta3 inhibitors, primary screen, biochemical, fluorescence | 1-phosphatidylinositol 4,5-bisphosphate phosphodiesterase beta-3 (Homo sapiens), Q01970 | Purified PLC-beta3, fluorogenic substrate | inhibition, % at 12.2 µM | 370,000 compounds, 0.18% hits | AID 720704, 2013; in the data active = inhibition above about 11%;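 note: 0% = median of compound wells on plate and 100% = full blocker control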
TDP2 inh – human TDP2 enzyme inhibitors, primary screen, biochemical, epi absorbance, recombinant enzyme; Tyrosyl-DNA phosphodiesterase 2 (Homo sapiens), O95551; T5PNP hydrolysis, p-nitrophenol absorbance 415 nm; inhibition, % at 12.8 µM; 370,000 compounds, 0.34% hits; AID 720702, 2013;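 active = inhibition above the mean of all tested compounds plus 3 SD, set per campaign, cut at about 25% in these data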;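 note: 0% = DMSO with enzyme and 100% = buffer with substrate but no TDP2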
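Assay system: Recombinant human TDP2 | Quantity: 120 nM TDP2 per well | Incubation: 2 h at 37 °C | Signal: Epi absorbance | Evaluation: Percent inhibition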
The depositor's hits bear a star; · = not tested or not shown.

SMILES,PLC-gamma1 inh,SIAE primary,ASAP1 GAP inh,DDE Tn7 FP inh,ARFGAP1 inhibitor,DDE Tn6 FP inh,ADAM10 inh,ADAM17 inh,PLC-beta3 inh,TDP2 inh
Cc1ccc(Nc2nnc(SC(C)C(=O)NCC3CCCO3)s2)cc1C (stereo not drawn),0,1,2,-2,0,0,4,0,0,-5
COc1ccc(CCNC(=O)COC(=O)CCC(=O)c2ccc(F)cc2)cc1OC,1,5,-7,1,7,-3,4,-3,-3,8
Fc1ccc(N=Cc2ccc[nH]2)cc1,4,-1,4,0,6,-7,7,0,-2,1
Cn1c(COc2ccc(Br)cc2)nnc1SC1CCc2ccccc2C1=O (stereo not drawn),-13,2,2,4,12,-5,15,6,-24,3
Cc1nn(Cc2ccccc2)c(Cl)c1/C=C/C(=O)OCC(=O)N(C)C1CCS(=O)(=O)C1 (stereo not drawn),1,3,5,-6,3,7,-2,0,4,-9
Cc1cc(F)ccc1S(=O)(=O)Nc1ncnc2sccc12,-3,8,0,-1,-1,-3,-7,-3,-2,1
COc1ccc(S(=O)(=O)NNC(=O)c2cc3cc4ccccc4nc3s2)cc1,-12,2,-1,2,-5,3,-54,-8,-11,5
CC(C)C(=O)c1c(C(C)C)nn2ccccc12,0,-3,11,-1,1,-2,8,0,5,4
CC/C(=C(/c1ccccc1)c1ccc(OCC[N+](C)(C)C)cc1)c1ccccc1,4,0,-5,-19,-6,-12,11,2,0,-8
CCc1ccc(N2CC(C(=O)Nc3cccc(S(=O)(=O)N4CCCC4)c3)CC2=O)cc1 (stereo not drawn),7,-21,9,-1,1,-2,10,0,-5,-29
COc1cc(C(CCN2CCCC2)c2c(OC)cc(OC)c3c(C)cc(=O)oc23)cc(OC)c1OC (stereo not drawn),-11,5,7,-1,8,0,-28,-9,-6,10
COc1ccc(C(Cl)=C(c2ccc(OC)cc2)c2ccc(OC)cc2)cc1,-3,-3,-4,-1,2,2,-1,-3,-7,5

Some of these compounds in order of the SIAE primary value, high to low.
SMILES,PLC-gamma1 inh,SIAE primary,ASAP1 GAP inh,DDE Tn7 FP inh,ARFGAP1 inhibitor,DDE Tn6 FP inh,ADAM10 inh,ADAM17 inh,PLC-beta3 inh,TDP2 inh
Cc1ccc(Nc2nnc(SC(C)C(=O)NCC3CCCO3)s2)cc1C (stereo not drawn),0,1,2,-2,0,0,4,0,0,-5
Fc1ccc(N=Cc2ccc[nH]2)cc1,4,-1,4,0,6,-7,7,0,-2,1
CC(C)C(=O)c1c(C(C)C)nn2ccccc12,0,-3,11,-1,1,-2,8,0,5,4

(further entries)
SMILES,PLC-gamma1 inh,SIAE primary,ASAP1 GAP inh,DDE Tn7 FP inh,ARFGAP1 inhibitor,DDE Tn6 FP inh,ADAM10 inh,ADAM17 inh,PLC-beta3 inh,TDP2 inh
CC1(C(=O)NS(=O)(=O)c2ccccc2Cl)CCN1C(=O)C1CCCCC1 (stereo not drawn),1,-2,0,8,10,2,-10,0,-1,-7
CC(C)(C)n1nnnc1C(c1cc2cc3c(cc2[nH]c1=O)OCO3)N1CCN(c2ccccc2)CC1 (stereo not drawn),-40,7,4,1,5,-1,-242,-88,-62,12
COC(=O)c1cc(-c2ccccc2)nc2nc(SC)[nH]c(=O)c12,-119,-2,-1,-1,4,-7,-160,-64,-172,8
O=C(NCCCn1ccnc1)/C(=C\c1cccnc1)NC(=O)c1cccc(Br)c1,1,-3,6,5,3,-7,-6,-1,1,4
Cc1noc(C(=O)N2CCN(c3ccc(F)cc3)CC2)c1Cl,2,-5,9,-2,-9,-4,-8,-1,2,-2
Cc1ccc(C(=O)Nc2nnc(COCCO)s2)cc1,7,-4,-2,9,-4,4,-2,-1,-4,1
Cc1ccc(S(=O)(=O)N2C[C@@H]3CCCC[C@@H]3[C@@H](C)[C@H]2CC(=O)c2ccccc2)cc1,1,-1,-8,6,-13,7,-20,-6,-1,2
CCc1cccc2c3c([nH]c12)C(CC)(CC(=O)O)OCC3 (stereo not drawn),-14,0,-1,-2,-1,4,-18,-8,-21,-5
O=C(c1ccc2c(c1)OCO2)N1CCN(CCN2C(=O)c3cccc4cccc(c34)C2=O)CC1,1,-2,19,-5,-6,-2,-2,-3,-5,0
COc1ccc(-c2cc(-c3nnc(SCC(=O)N4CCOCC4)n3N)[nH]n2)cc1,1,5,·,-1,·,0,-2,1,3,1
COc1ccc(Cn2c(C)c(C)c(C#N)c2NC(=O)Nc2ccc(F)cc2)cc1,3,-7,12,2,14,6,17,3,1,-6
CNC(=O)C(=O)Nc1ccc(C)cc1C,1,0,3,-3,-4,1,-1,-4,0,10

Reprinted from the listing for reference:
SMILES,PLC-gamma1 inh,SIAE primary,ASAP1 GAP inh,DDE Tn7 FP inh,ARFGAP1 inhibitor,DDE Tn6 FP inh,ADAM10 inh,ADAM17 inh,PLC-beta3 inh,TDP2 inh
CCc1ccc(N2CC(C(=O)Nc3cccc(S(=O)(=O)N4CCCC4)c3)CC2=O)cc1 (stereo not drawn),7,-21,9,-1,1,-2,10,0,-5,-29
COc1cc(C(CCN2CCCC2)c2c(OC)cc(OC)c3c(C)cc(=O)oc23)cc(OC)c1OC (stereo not drawn),-11,5,7,-1,8,0,-28,-9,-6,10
COc1ccc(C(Cl)=C(c2ccc(OC)cc2)c2ccc(OC)cc2)cc1,-3,-3,-4,-1,2,2,-1,-3,-7,5
CC1(C(=O)NS(=O)(=O)c2ccccc2Cl)CCN1C(=O)C1CCCCC1 (stereo not drawn),1,-2,0,8,10,2,-10,0,-1,-7
CC(C)(C)n1nnnc1C(c1cc2cc3c(cc2[nH]c1=O)OCO3)N1CCN(c2ccccc2)CC1 (stereo not drawn),-40,7,4,1,5,-1,-242,-88,-62,12
COC(=O)c1cc(-c2ccccc2)nc2nc(SC)[nH]c(=O)c12,-119,-2,-1,-1,4,-7,-160,-64,-172,8
O=C(NCCCn1ccnc1)/C(=C\c1cccnc1)NC(=O)c1cccc(Br)c1,1,-3,6,5,3,-7,-6,-1,1,4
Cc1noc(C(=O)N2CCN(c3ccc(F)cc3)CC2)c1Cl,2,-5,9,-2,-9,-4,-8,-1,2,-2
Cc1ccc(C(=O)Nc2nnc(COCCO)s2)cc1,7,-4,-2,9,-4,4,-2,-1,-4,1
Cc1ccc(S(=O)(=O)N2C[C@@H]3CCCC[C@@H]3[C@@H](C)[C@H]2CC(=O)c2ccccc2)cc1,1,-1,-8,6,-13,7,-20,-6,-1,2
CCc1cccc2c3c([nH]c12)C(CC)(CC(=O)O)OCC3 (stereo not drawn),-14,0,-1,-2,-1,4,-18,-8,-21,-5
O=C(c1ccc2c(c1)OCO2)N1CCN(CCN2C(=O)c3cccc4cccc(c34)C2=O)CC1,1,-2,19,-5,-6,-2,-2,-3,-5,0

Following part
SMILES,PLC-gamma1 inh,SIAE primary,ASAP1 GAP inh,DDE Tn7 FP inh,ARFGAP1 inhibitor,DDE Tn6 FP inh,ADAM10 inh,ADAM17 inh,PLC-beta3 inh,TDP2 inh
O=C(O)COc1ccccc1/C=N/NC(=O)c1cccc(S(=O)(=O)Nc2cccc(Cl)c2)c1,-5,-70,3,-2,-3,2,5,3,-7,0
O=C(N/N=C\c1ccc(Cl)s1)c1cccs1,-1,0,-2,5,1,-2,8,0,-3,2
Cc1cc(OCc2nc(N)nc(N)c2-c2ccc(Cl)c(Cl)c2)ccc1[N+](=O)[O-],13*,-5,13,2,2,-11,16,4,0,-10
CCc1ccc(S(=O)(=O)Nc2nnc(N)s2)cc1,3,6,-1,1,12,1,3,0,-3,-6
COc1ccc(C=NNC(=S)NC23CC4CC(CC(C4)C2)C3)cc1OC,-1,6,-1,3,1,1,-5,-1,1,-11
COc1ccc(-c2nn(-c3ccccc3)cc2CNC[C@H]2O[C@@H](n3cnc4c(=O)[nH]c(N)nc43)[C@H](O)[C@@H]2O)cc1,1,-2,-2,9,-1,12,-12,-2,1,2
O=C(c1ccc(S(=O)(=O)NCC2CCCO2)cc1)N1CCN(c2ccccc2F)CC1 (stereo not drawn),5,2,-2,-6,0,-6,-1,3,1,9
CCOC(=O)c1cc(-c2cc3ccccc3o2)n[nH]1,-3,-1,5,5,16,-3,-5,0,0,-11
COc1ccccc1CNC(=O)C1(C)CCCCN1C (stereo not drawn),9,0,-7,-6,2,-3,11,2,3,-13
CCOc1ccc(N=C2NC(=O)C(CC(=O)Nc3ccc(OC)cc3)S2)cc1 (stereo not drawn),0,7,10,7,11,6,2,-5,1,1
O=c1ccn(Cc2ccccc2)c(SCc2ccccc2)n1,1,-2,-11,-5,17,5,-4,-3,4,-4
CSc1nnc(C)c(/C=C/Nc2ccc(F)cc2)n1,4,2,16,7,2,-2,-3,0,-6,-5
Nc1c2c(nc3cccc(Cl)c13)N(c1ccccc1)CC2,-35,-4,4,2,8,-6,-27,-8,-42,-3
CN1C[C@@H]2[C@@H]3C(=O)N(Cc4ccccc4)C(=O)[C@@H]3[C@](Cc3ccccc3)(C1=O)N2C(=O)c1ccc(C(C)(C)C)cc1,1,3,-1,6,1,-1,8,4,0,-3
N#C/C(=C/c1ccccc1)C(=O)NCc1ccccc1,1,-5,5,-2,-4,-3,8,2,4,-13
O=C(Nc1ccc(OCC(=O)N2CCOCC2)cc1)c1cc(F)c(F)cc1Cl,5,5,13,-8,-10,5,2,1,-2,-20
COCCCn1c(=O)/c(=C\c2ccccc2OC(F)F)s/c1=C(/C#N)C(=O)NCCOC,1,0,-9,4,-10,-2,-1,-2,-7,2
CC1(OC(=O)C2CCCC2)C(=O)C=C2C=C(c3ccc(C#N)cc3)OC=C2C1=O (stereo not drawn),-13,2,9,5,-23,6,-2,-3,-25,0
COc1cc(C2C(C#N)=C(N)N(N(C)C)C3=C2C(=O)CC(C)(C)C3)cc(OC)c1OC (stereo not drawn),-1,10,5,0,-4,-4,4,3,-7,-13
CCCCNC(=O)C1(C)CCN1Cc1ccc(C(=O)OCC)cc1 (stereo not drawn),0,-2,-1,-10,3,9,-5,-1,5,-3
c1ccc2c(CN3CCCCC3)csc2c1,0,4,-15,-4,1,-2,-1,-1,-2,10
